# Screens deposited in PubChem BioAssay by National Center for Advancing Translational Sciences (NCATS).
# TDP1 cell CPT – qHTS for Inhibitors of human tyrosyl-DNA phosphodiesterase 1 (TDP1): qHTS in cells in presence of CPT; chicken DT40 Tdp1-/-;hTDP1 cells + 20 nM CPT, ATP luminescence, 48 h; AID 686979, 2013; 420,000 compounds, 12% hits; Potency, µM (top dose mostly 46.2 µM), inactives show top-dose activity change, negative = growth inhibition, hits mostly inhibitors; further: nearly all actives have a fitted effect of over 55% in size
#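 Chicken DT40 Tdp1-/- cells complemented with human TDP1, 400 cells/well, exposed to compounds plus 20 nM camptothecin for at least 48 h at 37 C; viability read as ATP content by CellTiter-Glo luminescence.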
# TDP1 block – qHTS Assay for Inhibitors of Tyrosyl-DNA Phosphodiesterase (TDP1); Tyrosyl-DNA phosphodiesterase 1 (Homo sapiens), Q9NUW8; recombinant TDP1, AlphaScreen DNA substrate cleavage; Potency, µM (highest dose often 130 µM), for inactives: at the top dose activity change, negative = inhibition, hits mostly inhibitors; 350,000 compounds, 0.28% hits; further: nearly all actives have a fitted effect of over 40% in size
# Target sequence (Q9NUW8 whole entry, looked up): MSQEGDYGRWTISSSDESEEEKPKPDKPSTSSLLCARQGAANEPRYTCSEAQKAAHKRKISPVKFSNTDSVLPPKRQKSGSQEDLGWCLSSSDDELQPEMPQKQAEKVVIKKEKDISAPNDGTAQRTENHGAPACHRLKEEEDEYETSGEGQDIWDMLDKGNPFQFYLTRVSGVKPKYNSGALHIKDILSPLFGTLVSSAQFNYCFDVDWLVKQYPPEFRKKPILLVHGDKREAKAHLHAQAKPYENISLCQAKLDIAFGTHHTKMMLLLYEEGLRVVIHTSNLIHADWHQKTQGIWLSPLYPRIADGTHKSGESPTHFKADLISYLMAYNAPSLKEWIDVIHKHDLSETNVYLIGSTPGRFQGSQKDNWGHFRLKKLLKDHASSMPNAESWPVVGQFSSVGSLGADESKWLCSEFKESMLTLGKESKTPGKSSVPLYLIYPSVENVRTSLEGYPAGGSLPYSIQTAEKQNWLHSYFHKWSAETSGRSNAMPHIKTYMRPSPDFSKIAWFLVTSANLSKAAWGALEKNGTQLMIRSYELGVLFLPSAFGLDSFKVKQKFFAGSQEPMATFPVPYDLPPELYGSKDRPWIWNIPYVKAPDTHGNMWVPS
#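 Compounds were preincubated with Tdp1 (1 nM final) for 15 min at room temperature before substrate (15 nM final) started a 5 min reaction; beads (10 ug/ml final) were then added for 10 min before AlphaScreen detection.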
# DT40 TDP1 no CPT – qHTS for Inhibitors of human tyrosyl-DNA phosphodiesterase 1 (TDP1): qHTS in cells in absence of CPT | Potency, µM (doses to about 46.2 µM), for the others: top-dose activity change, negative = growth inhibition, actives largely listed as inhibitors | AID 686978, 2013 | 420,000 compounds, 15% hits | DT40 Tdp1-/- hTDP1 cells, no CPT, ATP luminescence, 48 h; further: nearly all actives have a fitted effect of over 55% in size
#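 Chicken DT40 Tdp1-/- cells complemented with human TDP1, screened without camptothecin (DMSO vehicle only), 400 cells/well. Compounds pin-transferred, cells incubated at 37 °C for at least 48 hr. Growth read as ATP-dependent luminescence (CellTiter-Glo, 30 min at RT).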
# * hit, by the source's call; ? = inconclusive; / = no result given; [ ] = remark or other dose. The call rests on the fitted dose curve; in most records, active means well fitted curve in the direction sought with a large enough effect; inconclusive means small, poorly fitted or top-dose-only effect, or another doubt; inactive means no such curve, though single readings can be large; an effect the other way counts as inactive or inconclusive. On the % scale 0 is the no-effect control and ±100 the full control effect; potency means the concentration at half of the fitted maximal effect.
Compound	TDP1 cell CPT	DT40 TDP1 no CPT	TDP1 block
COc1cc(/C=C2\S/C(=N/S(=O)(=O)Cc3ccccc3)NC2=O)c([N+](=O)[O-])cc1OC	-22%	-26%	-1%
Cc1ccc(C2(C(F)(F)F)NC(=O)N3CCN=C3S2)cc1 (stereo not drawn)	21µM*	?	0%
CCCCCCC(=O)Nc1c(O)c2ccccc2[nH]c1=O	-24%	-9%	0%
COc1ccc(NC(=O)NNS(=O)(=O)c2ccc(Br)cc2)cc1	3%	-6%	6%[56.1 µM]
CCOc1ccc2ccccc2c1/C=N/NC(=O)c1c(C)cc(C)[nH]c1=O	10%	-10%	/
CCC(=O)N(CCc1ccc(S(N)(=O)=O)cc1)C1CC(=O)N(c2ccc(OC)cc2)C1=O (stereo not drawn)	-3%	-8%	0%
C=CCSc1nnc(NC(=O)C2CSC3(C)CCC(=O)N23)s1 (stereo not drawn)	-4%	6%	0%
O/N=C\c1cccn1-c1nccs1	-3%	-9%	3%
COc1ccccc1-c1nc2c(c(SCc3ccc(F)cc3Cl)n1)Cc1c(CO)cnc(C)c1O2	1%	-5%	-8%
COc1ccc(CNC(=O)CNC(=O)c2ccc(C(C)(C)C)cc2)cc1OC	-13%	-24%	/
Cc1csc2nc3ccccc3c(=O)n12	0%	3%	6%
CCOC(=O)c1ccccc1NC(=O)CSc1cccc[n+]1[O-]	-4%	-15%	4%
CN=c1scc(C)n1/N=C/c1ccc(O)cc1	?	23µM*	5%
CCN(c1ccccc1)S(=O)(=O)c1ccc(OC)c(NC(=O)Cc2ccc(F)cc2)c1	?	18µM*	0%
O=S(=O)(c1cnc(Cl)c(Cl)c1)N1CCCc2ccccc21	18µM*	16µM*	3%
O=C(O)c1cccc(Nc2nc(-c3ccc([N+](=O)[O-])cc3)nc3ccccc23)c1	-30%	7%	/
CC(C)C(c1nnnn1Cc1ccco1)N1CCN(C2CCCC2)CC1 (stereo not drawn)	-4%	-6%	2%
CCCCN(CCCC)C(=O)c1ccccc1NC(=O)CN1C(=O)c2ccccc2C1=O	-22%	-18%	-2%
Cn1c(=O)c2c(c3ccccc31)OC(=O)CC2c1cccnc1 (stereo not drawn)	-18%	-4%	4%
CC(=O)N1CCN(C(=O)COC(=O)/C=C/c2ccccc2[N+](=O)[O-])CC1	-20%	3%	2%

# Retrieved by compound from the list above:
Compound	TDP1 cell CPT	DT40 TDP1 no CPT	TDP1 block
Cc1ccc(C2(C(F)(F)F)NC(=O)N3CCN=C3S2)cc1 (stereo not drawn)	21µM*	?	0%
O=C(O)c1cccc(Nc2nc(-c3ccc([N+](=O)[O-])cc3)nc3ccccc23)c1	-30%	7%	/
CCC(=O)N(CCc1ccc(S(N)(=O)=O)cc1)C1CC(=O)N(c2ccc(OC)cc2)C1=O (stereo not drawn)	-3%	-8%	0%
COc1ccccc1-c1nc2c(c(SCc3ccc(F)cc3Cl)n1)Cc1c(CO)cnc(C)c1O2	1%	-5%	-8%
CCOC(=O)c1ccccc1NC(=O)CSc1cccc[n+]1[O-]	-4%	-15%	4%

# (next part)
Compound	TDP1 cell CPT	DT40 TDP1 no CPT	TDP1 block
O=C(CCSc1ccc(Cl)cc1)NC1CCCC1	-2%	-18%	/
COc1cccc(-c2ccc(C#N)c(SCC(=O)NCCc3ccc(Cl)cc3)n2)c1	-5%	-8%	5%
CCCCCCOC(=O)C1=C(C)NC(=O)NC1c1ccc2c(c1)OCO2 (stereo not drawn)	-26%	-8%	5%
CCn1c(C)nc2cc(C(=O)N/N=C/c3ccccc3)ccc21	7%	-18%	2%
COc1cccc(-n2c(=O)c3c(C)c(C(=O)N(C)C)sc3n(CC(=O)Nc3ccc(C)cc3Cl)c2=O)c1	?	?	0%
CC1CCCN(C(=O)CCS(=O)(=O)c2ccc3c(c2)n(C)c(=O)c(=O)n3C)C1 (stereo not drawn)	-17%	-1%	/
CCOC(=O)C1(CCCc2ccccc2)CCN(C2CCSCC2)CC1	16µM*	13µM*	0%
Cc1ccc(S(=O)(=O)N2CCN(c3nc(N(C)c4cc(Cl)ccc4O)nc4ccccc34)CC2)cc1	?	?	/
COc1ccc(Br)cc1S(=O)(=O)NCc1ccccc1	-5%	-13%	0%
CN1CCN(c2ncncc2-c2ccc(N(C)C)cc2)CC1	?	-10%	/
CN1c2ccc(Cl)cc2C(=O)NC1C1CC=CCC1 (stereo not drawn)	-4%	?	3%
O=c1[nH]ncn1-c1ccccc1	2%	8%	-3%
O=C(Nc1nncs1)Oc1ccccc1	-10%	1%	6%
Cc1ncc([N+](=O)[O-])n1CCOC(=O)c1ccc(Br)cc1	6%	-19%	3%
CC(C)(C)c1ccc(C(=O)Nc2ccc(S(N)(=O)=O)cc2)cc1	?	?	4%
CCOC(=O)CCN(C(=S)Nc1ccccc1)C1CCCCC1	11%	-16%	/
COc1ccc(N(C)C(=O)CCS(=O)(=O)c2cccc3nonc23)cc1	12%	-27%	-4%
Cc1ccc(/C=C(\C#N)c2nc(-c3cc4c(ccc5ccccc54)oc3=O)cs2)cc1	3%	-8%	0%[12.3 µM]
Nn1c(Nc2ccccc2)nc2ccccc21	-20%	?	4%
COc1cccc(CN(C)C[C@@H]2OCc3cnnn3CCCC(=O)N([C@@H](C)CO)C[C@H]2C)c1	2%	-21%	/
Cc1ccc(N(C(=O)c2csnn2)C(C(=O)NC2CCCCC2)c2ccccn2)cc1C (stereo not drawn)	-5%	-16%	7%
CCC(Sc1nc2ncccc2[nH]1)C(=O)Nc1cccc(OC)c1 (stereo not drawn)	?	?	10%
CN1CCCNc2nc3ccccc3nc21	-3%	25%	/
Clc1ccccc1/C=N/NC1=Nc2cccc3cccc1c23	?	?	-3%
CC(=O)c1ccccc1N(C(=O)Cn1nnc2ccccc21)C(C(=O)NCC1CCCO1)c1ccc(N2CCOCC2)cc1 (stereo not drawn)	6%	7%	0%
O=C(N/N=C/c1sc2ccccc2c1O)c1ccccc1	0.92µM*	0.65µM*	5%
COc1ccc(C(=O)Nc2nc3cc4c(cc3s2)OCO4)c(OC)c1	?	-14%	/
Cc1nc2cnc(Oc3ccccc3)nc2n(C)c1=O	-2%	-17%	/
COc1ccc(-c2nc3ccccn3c2CN2CCN(c3ccccc3F)CC2)cc1	?	23µM*	6%
O=C(N/N=C/c1ccc2c(c1)OCO2)c1cc(-c2ccccc2Cl)nc2ccccc12	2%	-7%	7%
CC(=O)c1cccc(NS(=O)(=O)N2CCCCC2)c1	?	?	4%
O=C(Nc1ccc(Br)cc1)c1cc(-c2ccncc2)nc2ccccc12	?	16µM*	0%
CCN1CCN(C(=O)/C=C/c2ccc(C(C)C)cc2)CC1	-2%	-26%	/
Cc1sc2ncn(CC(=O)NCCN(C)C)c(=O)c2c1S(=O)(=O)N1CCC(C)CC1	0%	2%	2%
COc1cc(Cl)c(CC(=O)NO)cc1OC	-16%	0%	/
C=CCn1cnc2scc(-c3ccc(CC)cc3)c2c1=O	10%	1%	-1%
Cc1cc(C)n2nc(C(=O)OCC(=O)Nc3ccc(C)c(S(=O)(=O)N(C)C)c3)nc2n1	-1%	3%	0%
COc1ccccc1NC(=O)COc1ccc(C(=O)OCC(=O)N2CCCC2=O)cc1OC	-1%	-12%	2%
COc1ccc2[nH]c(C(=O)N3CCN(C)CC3)c(C)c2c1	17%	5%	/
COC(=O)c1cc(S(=O)(=O)NCCN2CCN(c3ccccc3F)CC2)c[nH]1	?	17%	4%
COc1ccc(-n2c(SCC(=O)NCc3ccccc3)nc3n[nH]c(C)c3c2=N)cc1	6.5µM*	6.5µM*	6%
O=C(N/C(=C/c1cccs1)C(=O)N1CCOCC1)c1ccco1	-1%	-11%	-4%
Cc1csc(SCC(=O)Nc2sccc2C#N)n1	4%	-12%	0%
O=C1c2ccccc2C(Nc2ccc(F)c(Cl)c2)N1c1ccccn1 (stereo not drawn)	16µM*	?	-2%
CCn1nc(C)c(CN2CCc3c([nH]c4ccccc34)C2c2ccc(F)c(OC)c2)c1C (stereo not drawn)	29µM*	12µM*	3%
CCOc1ccc(NS(=O)(=O)c2ccc(C)c(C(=O)NCCCn3ccnc3)c2)cc1	13%	1%	0%
CCCCNc1ccc(C(CC(N)=O)NC(=O)Cc2cccc3ccccc23)cc1[N+](=O)[O-] (stereo not drawn)	-7%	-21%	2%
Cc1ccc(S(=O)(=O)Nc2cccnc2)c(C)c1C	-16%	?	/
CC(C(=O)NCC1CCCO1)N(C(=O)c1snc(C(N)=O)c1N)c1cccc(F)c1 (stereo not drawn)	-3%	-13%	4%
O=C(NCC(c1ccc(F)cc1)N1CCOCC1)c1ccccc1F (stereo not drawn)	-5%	-21%	2%
O=C(CN(Cc1ccc(F)cc1)C(=O)c1csnn1)NCc1ccc2c(c1)OCO2	-3%	?	1%
Cc1oc(-c2ccc(Cl)cc2)nc1CSCC(=O)NC1CCN(Cc2ccccc2)CC1	?	?	3%
COc1ccc(CN(C)C(=O)CCCNC(=O)c2ccc(Cl)cc2)cc1	-11%	-15%	2%
CC(=O)Oc1cc2c3c(c1)/C(=C1/SC(=S)NC1=O)C(=O)N3C(C)(C)C=C2C	-11%	-24%	15%
O=C(COc1ccc(Cl)cc1)Nc1cc(S(=O)(=O)N2CCCCC2)ccc1N1CCCCC1	2.9µM*	10µM*	6%
Cc1nc2ccccc2cc1C(=O)NCc1ccccc1	?	13µM*	/
C[C@@H]1COC(=O)[C@H](Cc2ccc(F)cc2)C/C=C\C[C@@H](CC(=O)NCCO)C(=O)N1	-1%	-10%	1%
Cc1cc2sc(C(=O)O)c(C)c2s1	-10%	4%	2%
COc1ccc(/C=N/n2cc(-c3ccccc3)nc2N)cc1	3.3µM*	5.2µM*	8%
c1ccc2[nH]c(SCC3CCCCO3)nc2c1 (stereo not drawn)	10%	8%	1%

# 3 structures already listed, sorted by molar mass, smallest number first.
Compound	TDP1 cell CPT	DT40 TDP1 no CPT	TDP1 block
Cc1ccc(S(=O)(=O)Nc2cccnc2)c(C)c1C	-16%	?	/
CC(C(=O)NCC1CCCO1)N(C(=O)c1snc(C(N)=O)c1N)c1cccc(F)c1 (stereo not drawn)	-3%	-13%	4%
CCCCNc1ccc(C(CC(N)=O)NC(=O)Cc2cccc3ccccc23)cc1[N+](=O)[O-] (stereo not drawn)	-7%	-21%	2%

# Next structures:
Compound	TDP1 cell CPT	DT40 TDP1 no CPT	TDP1 block
Cc1ccc(OCc2nc3ccccc3n2C(C)C(=O)Nc2c(C)cccc2C)cc1 (stereo not drawn)	?	18µM*	/
CCc1ccc(C(=O)/C=C/NCc2ccc(F)cc2)cc1	-21%	?	3%
COc1ccc(N2CCN(C3C(=O)c4ccccc4N3C(C)=O)CC2)cc1 (stereo not drawn)	?	?	8%
COc1cc(OC)cc(C(=O)N[C@H](C(=O)NCCc2ccc(S(N)(=O)=O)cc2)C(C)C)c1	-1%	2%	-2%
C/C(=N\NC(=O)c1nnn(-c2nonc2N)c1CSc1ccccc1)c1ccc2c(c1)OCO2	5%	1%	1%[0.0935 µM]
C(#CCN1CCOCC1)COC(c1ccccc1)c1ccccc1	?	-24%	2%
CC(NC(=O)NC(=O)c1ccc(F)cc1)C1CC1 (stereo not drawn)	-26%	4%	-2%
Cc1cccc(CSc2ncc(CO)n2Cc2ccc(F)cc2)c1	21µM*	16µM*	10%
CC(NC(=O)N(Cc1ccccc1)Cc1ccc2c(c1)OCO2)(C(F)(F)F)C(F)(F)F	-5%	-36%	0%
Cc1cc(Cl)ccc1OCCCC(=O)NC1CCN(C)CC1	-28%	?	-2%
CCCCCC1C(=O)N2C=C(c3ccccc3)c3ccccc3N2C1=O (stereo not drawn)	-16%	-15%	/
C=Cc1ccc(CSc2nc(-c3ccc(Cl)cc3)nc3c2Cc2c(CO)cnc(C)c2O3)cc1	8.2µM*	23µM*	-3%
O=C(CN1Cc2ccccc2OC(c2ccsc2)C1)N1CCN(Cc2ccc3c(c2)OCO3)CC1 (stereo not drawn)	-11%[9.04 µM]	23µM*	/
Cc1ccc(C(C)C)c(OCCn2cc(C(=O)c3ccco3)c3ccccc32)c1	18µM*	15µM*	3%
CCC(CC)NC(=O)c1n[nH]c(=O)c2ccccc12	-10%	-1%	-2%
CC(=O)c1ccc(NC(=O)c2cc(C3CC3)nc3c2c(C)nn3-c2ccc(C)cc2)cc1	-25%	-27%	6%
O=C(NCc1ccco1)C1CCCN1C(=O)Nc1cccc(Cl)c1 (stereo not drawn)	-7%	9%	-2%
